M18AAP inhibitor: PfM18AAP inhibitors, malaria aminopeptidase, primary screen, biochemical, QFRET, recombinant enzyme; H-Glu-NHMec fluorogenic cleavage; M18 aspartyl aminopeptidase (Plasmodium falciparum 3D7); actives 1.2% (n = 290,000); inhibition, % at 7.35 µM;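 active means inhibition above the campaign mean inhibition over all tested compounds plus 3 SD, cut at about 28% in these data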;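 further: 0% = plate median of test compound wells and 100% = 2 mM ZnCl2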
MEKK2 mut-MEK5: MEK5 binding signal on mutant MEKK2 PB1, primary screen, biochemical, multiplex bead flow cytometry, Alexa488-MEK5 | Alexa488-MEK5 binding to MEKK2 mutant | percent response, % at 10 µM | actives 0.35% (n = 290,000) | AID 1530, 2009; in the data active means percent response above about 24%, passing the limit was not always enough; further: inactives centre near 1; some results filed as inactive read as strong as hits
NALP1 inh: NALP1 inflammasome inhibitors in reconstituted yeast, colorimetric, S. cerevisiae, triplicate retest; inhibition, % at 10 µM; S. cerevisiae NALP1/ASC/caspase-1 growth, X-gal OD620, 72 h; AID 2071, 2009; actives 0.61% (n = 280,000); in the data active means inhibition mostly above about 24%, no sharp cut-off; inactive means mostly below about 32%; further: some compounds called inactive have numbers as strong as hits
MEKK2wt PB1 HTS: modulators of MEK5 binding to wildtype MEKK2, primary screen, biochemical, multiplex bead flow cytometry, Alexa488-MEK5; AID 1531, 2009; actives 1.1% (n = 290,000); binding response (% of control), % at 10 µM; Alexa488-MEK5 binding to MEKK2 WT; actives lie on both sides; in the data active means binding response below about 67% or above about 130%
IMP-1 inhibitor: IMP-1 metallo-beta-lactamase inhibitors, primary screen, biochemical, epi-absorbance readout, Pseudomonas aeruginosa enzyme; metallo-beta-lactamase IMP-1 (Pseudomonas aeruginosa); purified IMP-1, nitrocefin hydrolysis, epi-absorbance fluorescence; inhibition, % at 5.6 µM; actives 0.45% (n = 290,000);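 active means inhibition above the mean plus 3 SD of all compounds in the same screening run, cut at about 4.5% in these data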;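 further: 0% = IMP-1 with DMSO and 100% = DMSO wells lacking enzyme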
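System: Purified recombinant IMP-1 metallo-beta-lactamase enzyme | Measured by: Fluorescence quenching readout, ex 480/em 530 nm | Replication: Singlicate | Incubation: 15 min preincubation plus 25 min reaction at 25 °C | Evaluation: Percent inhibition from optical density relative to buffer-blank wells | Benchmarks: DMSO with and without IMP-1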
VIM-2 inhibitor: VIM-2 metallo-beta-lactamase inhibitors, primary screen, biochemical, epi-absorbance readout, Pseudomonas aeruginosa enzyme; purified VIM-2, nitrocefin hydrolysis, epi-absorbance fluorescence; inhibition, % at 5.6 µM; actives 0.89% (n = 290,000);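 active means inhibition above the mean of all tested compounds plus 3 SD, cutoff set per screening run, cut at about 7.5% in these data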;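 further: red hydrolysis product quenches plate fluorescence so inhibitors raise well fluorescence; 0% = enzyme with DMSO and 100% = DMSO without enzyme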
SUMO HTRF inh: inhibitors of in vitro SUMOylation cascade, primary screen, biochemical, HTRF, uHTS | SUMO-conjugating enzyme UBC9 (Homo sapiens), P63279 | HTRF SUMOylation assay, SAE1/SAE2 + UBC9 | inhibition, % at 35 µM | actives 0.36% (n = 290,000); in the data active means inhibition above about 50%, passing the limit was not always enough; further: strong numbers were not always called active
Target sequence (P63279 whole entry, looked up): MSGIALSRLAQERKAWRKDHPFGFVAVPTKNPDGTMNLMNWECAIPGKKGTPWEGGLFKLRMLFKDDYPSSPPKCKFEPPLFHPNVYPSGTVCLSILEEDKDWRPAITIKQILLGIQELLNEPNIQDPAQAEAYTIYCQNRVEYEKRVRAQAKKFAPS
HCV NS3 hel inh: inhibitors of HCV NS3 helicase, primary screen, biochemical, Cy5 molecular beacon fluorescence; NS3 helicase DNA unwinding; inhibition, % at 10.9 µM; AID 1800, 2009; Hepatitis C virus NS3 helicase; actives 0.56% (n = 290,000);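 active means inhibition above the mean of all tested compounds plus 3 SD, set per campaign, cut at about 35% in these data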;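 further: 0% = DMSO wells and 100% = thioflavine S control wells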
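test system = hepatitis C virus NS3 helicase domain fragment enzyme | reagent = annealed dual-labelled DNA beacon duplex, ATP-started | times = 1 h at 25 °C | detection = Cy5 fluorescence, 0 and 60 min reads | read-out basis = percent inhibition from t60/t0 fluorescence ratio | control set = DMSO and thioflavine S | replication = one well per compound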
FID counter: compounds displacing fluorescent DNA intercalator, primary screen, artefact control for HCV NS3 helicase inhibitor project, biochemical, FID fluorescence. inhibition, % at 7.9 µM. DNA fluorescent intercalator displacement. actives 0.17% (n = 290,000); in the data active means inhibition above about 37%;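 further: 0% = vehicle and 100% = reference compound; higher means more ethidium bromide displaced from hairpin DNA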
Active calls of the source: *.

CN(C)S(=O)(=O)c1ccc(NC(=O)c2cccnc2)cc1 was read as M18AAP inhibitor 3, MEKK2 mut-MEK5 -3, NALP1 inh -10, MEKK2wt PB1 HTS 97, IMP-1 inhibitor -4.2, VIM-2 inhibitor 0.1, SUMO HTRF inh 17, HCV NS3 hel inh -1 and FID counter 1.
Screening CCN1C(=O)[C@H]2[C@@H](c3ccc(C)cc3)N3C(=O)N(c4ccc(C)cc4)C(=O)[C@@]3(Cc3ccccc3)[C@H]2C1=O returned M18AAP inhibitor -2, MEKK2 mut-MEK5 -5, NALP1 inh 17, MEKK2wt PB1 HTS 97, IMP-1 inhibitor -0.7, VIM-2 inhibitor -0.1, SUMO HTRF inh 2, HCV NS3 hel inh 0 and FID counter -47.
Cn1c(CO)cnc1SCc1ccc(F)cc1 was read as M18AAP inhibitor -10, MEKK2 mut-MEK5 6, NALP1 inh -8, MEKK2wt PB1 HTS 110, IMP-1 inhibitor -2.0, VIM-2 inhibitor -1.7, SUMO HTRF inh 14, HCV NS3 hel inh 15 and FID counter -3.
For O=C(Nc1cccnc1)c1ccc(Cl)c(S(=O)(=O)N2CCCC2)c1 the results were M18AAP inhibitor 0, MEKK2 mut-MEK5 -1, NALP1 inh 11, MEKK2wt PB1 HTS 105, IMP-1 inhibitor -4.6, VIM-2 inhibitor -2.5, SUMO HTRF inh -1, HCV NS3 hel inh -10 and FID counter -18.
For COc1cc(C(=O)Nc2cc(C(F)(F)F)ccc2N2CCOCC2)ccc1O the results were M18AAP inhibitor 8, MEKK2 mut-MEK5 -4, NALP1 inh 37, MEKK2wt PB1 HTS 91, IMP-1 inhibitor 2.5, VIM-2 inhibitor 3.4, SUMO HTRF inh 0, HCV NS3 hel inh 12 and FID counter -7.
`COc1ccc(S(=O)(=O)N2CCC(C(=O)NCc3cccnc3)CC2)cc1C` gave M18AAP inhibitor 11, MEKK2 mut-MEK5 -11, NALP1 inh 9, MEKK2wt PB1 HTS 84, IMP-1 inhibitor 1.2, VIM-2 inhibitor -0.3, SUMO HTRF inh 0, HCV NS3 hel inh 26 and FID counter -27.
`COC(=O)c1c(C)[nH]c(C(=O)OCC(=O)NC(C)(C)C)c1C` gave M18AAP inhibitor -4, MEKK2 mut-MEK5 -2, NALP1 inh 5, MEKK2wt PB1 HTS 101, IMP-1 inhibitor -0.4, VIM-2 inhibitor 0.5, SUMO HTRF inh 14, HCV NS3 hel inh -8 and FID counter -4.
For Clc1ccccc1Cc1noc(CN2CCN(c3cnccn3)CC2)n1 the results were M18AAP inhibitor -15, MEKK2 mut-MEK5 -5, NALP1 inh 5, MEKK2wt PB1 HTS 96, IMP-1 inhibitor -1.6, VIM-2 inhibitor -2.0, SUMO HTRF inh 6, HCV NS3 hel inh -13 and FID counter -12.
Screening C/C(=N\NC(=O)c1cccs1)c1cccnc1 returned M18AAP inhibitor -3, MEKK2 mut-MEK5 -2, NALP1 inh -4, MEKK2wt PB1 HTS 102, IMP-1 inhibitor -5.9, VIM-2 inhibitor -7.1, SUMO HTRF inh 5, HCV NS3 hel inh 1 and FID counter 0.
Screening O=c1cc(N2CCOCC2)cnn1-c1ccccc1 returned M18AAP inhibitor 1, MEKK2 mut-MEK5 1, NALP1 inh 34, MEKK2wt PB1 HTS 98, IMP-1 inhibitor -1.9, VIM-2 inhibitor -2.9, SUMO HTRF inh 8, HCV NS3 hel inh -1 and FID counter -1.
Screening CC(=O)c1ccc2c(c1)N(C)c1ccccc1S2 returned M18AAP inhibitor -6, MEKK2 mut-MEK5 4, NALP1 inh 12, MEKK2wt PB1 HTS 93, IMP-1 inhibitor 0.0, VIM-2 inhibitor -0.7, SUMO HTRF inh -5, HCV NS3 hel inh -12 and FID counter -3.
COc1ccc(NC(=O)NC2CC3CCCC(C2)N3Cc2ccccc2)cc1 (centres undefined) was read as M18AAP inhibitor -3, MEKK2 mut-MEK5 0, NALP1 inh 4, MEKK2wt PB1 HTS 102, IMP-1 inhibitor -0.2, VIM-2 inhibitor -1.5, SUMO HTRF inh 21, HCV NS3 hel inh -4 and FID counter 9.
For Cc1ccccc1-n1c(=O)cc(N2CCc3ccccc3C2)[nH]c1=O the results were M18AAP inhibitor 5, MEKK2 mut-MEK5 2, NALP1 inh 12, MEKK2wt PB1 HTS 103, IMP-1 inhibitor -1.3, VIM-2 inhibitor -1.6, SUMO HTRF inh 1, HCV NS3 hel inh 4 and FID counter -7.
`O=C1CCCC(NCCCCCCNC2=C([N+](=O)[O-])C(=O)CCC2)=C1[N+](=O)[O-]` gave M18AAP inhibitor 5, MEKK2 mut-MEK5 -4, NALP1 inh 3, MEKK2wt PB1 HTS 94, IMP-1 inhibitor -3.6, VIM-2 inhibitor -4.2, SUMO HTRF inh 19, HCV NS3 hel inh -3 and FID counter -2.
For CCOC(=O)/C=C1\CN(Cc2cc(OC)c(OC)c(OC)c2)S(=O)(=O)c2ccccc21 the results were M18AAP inhibitor 7, MEKK2 mut-MEK5 -5, NALP1 inh 2, MEKK2wt PB1 HTS 95, IMP-1 inhibitor -2.5, VIM-2 inhibitor -0.1, SUMO HTRF inh 2, HCV NS3 hel inh -12 and FID counter -35.

Next section; the last 2 above are carried over.
`O=C1CCCC(NCCCCCCNC2=C([N+](=O)[O-])C(=O)CCC2)=C1[N+](=O)[O-]` gave M18AAP inhibitor 5, MEKK2 mut-MEK5 -4, NALP1 inh 3, MEKK2wt PB1 HTS 94, IMP-1 inhibitor -3.6, VIM-2 inhibitor -4.2, SUMO HTRF inh 19, HCV NS3 hel inh -3 and FID counter -2.
For CCOC(=O)/C=C1\CN(Cc2cc(OC)c(OC)c(OC)c2)S(=O)(=O)c2ccccc21 the results were M18AAP inhibitor 7, MEKK2 mut-MEK5 -5, NALP1 inh 2, MEKK2wt PB1 HTS 95, IMP-1 inhibitor -2.5, VIM-2 inhibitor -0.1, SUMO HTRF inh 2, HCV NS3 hel inh -12 and FID counter -35.
Cc1ccc(NC(=O)Cn2c(O)c(N=NC(=O)c3ccncc3)c3ccccc32)cc1 was read as M18AAP inhibitor 2, MEKK2 mut-MEK5 -8, NALP1 inh 2, MEKK2wt PB1 HTS 88, IMP-1 inhibitor -3.5, VIM-2 inhibitor -1.3, SUMO HTRF inh 8, HCV NS3 hel inh -12 and FID counter 2.
Screening COc1ccc(Nc2nc(N)nc(CSC(=S)N3CCCCC3)n2)cc1 returned M18AAP inhibitor -12, MEKK2 mut-MEK5 -3, NALP1 inh -3, MEKK2wt PB1 HTS 92, IMP-1 inhibitor 0.6, VIM-2 inhibitor -1.8, SUMO HTRF inh -13, HCV NS3 hel inh -21 and FID counter -11.
`Cc1noc(C)c1COC(=O)c1ccccc1Sc1ccccc1C#N` gave M18AAP inhibitor 0, MEKK2 mut-MEK5 -1, NALP1 inh 5, MEKK2wt PB1 HTS 98, IMP-1 inhibitor -4.5, VIM-2 inhibitor -2.1, SUMO HTRF inh -20, HCV NS3 hel inh -5 and FID counter -17.
Screening NC(=O)c1c(NC(NC(=O)c2ccco2)(C(F)(F)F)C(F)(F)F)sc2c1CCCC2 returned M18AAP inhibitor 19, MEKK2 mut-MEK5 1, NALP1 inh 5, MEKK2wt PB1 HTS 96, IMP-1 inhibitor -3.0, VIM-2 inhibitor -1.2, SUMO HTRF inh -3, HCV NS3 hel inh -2 and FID counter -6.
NC(=O)CN1CCN(C(=O)Nc2ccccc2)CC1 was read as M18AAP inhibitor 1, MEKK2 mut-MEK5 0, NALP1 inh 43, MEKK2wt PB1 HTS 95, IMP-1 inhibitor -3.7, VIM-2 inhibitor -1.0, SUMO HTRF inh 19, HCV NS3 hel inh 3 and FID counter 2.
For Cc1ccc(-c2nnc(Oc3ccc(NC(=O)c4ccccc4)cc3)c3ccccc23)cc1 the results were M18AAP inhibitor -11, MEKK2 mut-MEK5 -1, NALP1 inh 16, MEKK2wt PB1 HTS 98, IMP-1 inhibitor -1.3, VIM-2 inhibitor -1.6, SUMO HTRF inh 0, HCV NS3 hel inh -8 and FID counter -4.
Brc1ccc(/C=C/C=N/Nc2nc3ccccc3s2)cc1 was read as M18AAP inhibitor 1, MEKK2 mut-MEK5 -1, NALP1 inh -5, MEKK2wt PB1 HTS 97, IMP-1 inhibitor -1.1, VIM-2 inhibitor -1.0, SUMO HTRF inh -16, HCV NS3 hel inh -3 and FID counter -3.
`Cc1[nH]c2ccccc2c1C(=O)C(=O)N1CCCc2ccccc21` gave M18AAP inhibitor 2, MEKK2 mut-MEK5 5, NALP1 inh 27, MEKK2wt PB1 HTS 102, IMP-1 inhibitor -4.3, VIM-2 inhibitor 0.1, SUMO HTRF inh -3, HCV NS3 hel inh 3 and FID counter -8.
Screening COCCn1c(-c2cccc(Br)c2)nc2c(c(=O)c3ccccc3n2C)c1=O returned M18AAP inhibitor -12, MEKK2 mut-MEK5 -2, NALP1 inh 6, MEKK2wt PB1 HTS 95, IMP-1 inhibitor -1.8, VIM-2 inhibitor 1.2, SUMO HTRF inh 11, HCV NS3 hel inh 2 and FID counter -11.
For COC(=O)c1c(NC(=O)CSc2nnc(C)c(=O)[nH]2)sc(C)c1C the results were M18AAP inhibitor -6, MEKK2 mut-MEK5 0, NALP1 inh 5, MEKK2wt PB1 HTS 102, IMP-1 inhibitor -0.4, VIM-2 inhibitor 1.4, SUMO HTRF inh -18, HCV NS3 hel inh 3 and FID counter -23.
`CC(C)CC(=O)Nc1ccccc1-c1nnn(CC(=O)N2CCOCC2)n1` gave M18AAP inhibitor 1, MEKK2 mut-MEK5 -6, NALP1 inh -11, MEKK2wt PB1 HTS 93, IMP-1 inhibitor -0.4, VIM-2 inhibitor -1.5, SUMO HTRF inh 17, HCV NS3 hel inh 5 and FID counter -1.
`CCCC/C=C1\CCc2c([nH]c3ccccc23)C1=O` gave M18AAP inhibitor 2, MEKK2 mut-MEK5 -1, NALP1 inh 14, MEKK2wt PB1 HTS 97, IMP-1 inhibitor -1.2, VIM-2 inhibitor -1.4, SUMO HTRF inh 4, HCV NS3 hel inh -10 and FID counter -5.
For CC(C)CC(=O)Nc1ccc(C(=O)NN2C(=O)c3ccccc3C2=O)cc1 the results were M18AAP inhibitor -1, MEKK2 mut-MEK5 -4, NALP1 inh 14, MEKK2wt PB1 HTS 93, IMP-1 inhibitor -0.2, VIM-2 inhibitor -0.6, SUMO HTRF inh 13, HCV NS3 hel inh 4 and FID counter -8.
Cc1ccc(NC(=O)C2CCCN2C(=O)NC2CCCCC2)c(C)c1 (centres undefined) was read as M18AAP inhibitor -1, MEKK2 mut-MEK5 0, NALP1 inh -5, MEKK2wt PB1 HTS 93, IMP-1 inhibitor -1.5, VIM-2 inhibitor 0.7, SUMO HTRF inh -15, HCV NS3 hel inh 3 and FID counter -2.

Assay outcomes (PubChem BioAssay)
